Assay outcomes deposited in PubChem by The Scripps Research Institute Molecular Screening Center.
pPAFAH FP inh = inhibitors of human plasma PAF acetylhydrolase (pPAFAH); hit rate 1.5% among 330,000; recombinant pPAFAH, FP-rhodamine probe fluorescence polarization; inhibition, % at 3.39 µM; AID 463082; Q13093;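 active = inhibition above the mean inhibition across the screen plus 3 SD, cut at about 25% in these data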;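 note: inhibitors block binding of the rhodamine activity-based probe so polarization drops; 0% = enzyme with DMSO and 100% = wells lacking pPAFAH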
Target sequence (Q13093 whole entry, looked up): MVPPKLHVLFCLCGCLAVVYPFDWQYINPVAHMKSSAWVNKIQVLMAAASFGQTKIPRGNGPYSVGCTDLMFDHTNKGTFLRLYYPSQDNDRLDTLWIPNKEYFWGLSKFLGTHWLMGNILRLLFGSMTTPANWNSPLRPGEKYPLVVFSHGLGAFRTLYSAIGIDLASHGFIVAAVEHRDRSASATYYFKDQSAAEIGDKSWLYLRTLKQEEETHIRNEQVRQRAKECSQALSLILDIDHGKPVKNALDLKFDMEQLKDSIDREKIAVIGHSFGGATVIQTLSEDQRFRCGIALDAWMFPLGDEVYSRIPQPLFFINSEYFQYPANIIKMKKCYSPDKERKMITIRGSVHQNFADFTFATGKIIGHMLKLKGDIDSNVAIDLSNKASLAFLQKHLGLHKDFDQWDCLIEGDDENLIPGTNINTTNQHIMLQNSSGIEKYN
PAFAH1B2 FP inh = PAFAH1B2 (human) inhibition. P68402. recombinant PAFAH1B2, FP-rhodamine activity probe, fluorescence polarization. inhibition, % at 3.39 µM. hit rate 1.2% among 340,000. AID 492953;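 active = inhibition above the mean of all tested compounds plus 3 SD, cut at about 24% in these data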;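 note: 0% = enzyme with DMSO and 100% = wells lacking PAFAH1B2; many of its hits are not listed in these tables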
LYPLA2 counter = LYPLA2 (human) inhibition in PME1 counter-screen; O95372; recombinant LYPLA2, FP-Rh probe fluorescence polarization; inhibition, % at 5.9 µM; hit rate 0.38% among 320,000; AID 2177;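 active = inhibition above the screen-wide mean plus 3 SD, limit set per campaign, cut at about 26% in these data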;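 note: 0% = LYPLA2 with DMSO and 100% = wells lacking LYPLA2 enzyme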
Target sequence (O95372 whole entry, looked up): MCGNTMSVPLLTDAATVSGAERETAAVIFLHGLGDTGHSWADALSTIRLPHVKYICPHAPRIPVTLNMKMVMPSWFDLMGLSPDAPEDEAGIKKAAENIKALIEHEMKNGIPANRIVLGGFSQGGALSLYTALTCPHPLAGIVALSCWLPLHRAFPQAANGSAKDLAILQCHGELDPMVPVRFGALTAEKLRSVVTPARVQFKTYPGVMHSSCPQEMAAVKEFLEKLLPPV
PAD4 FP inh = PAD4 (human) enzyme inhibition. hit rate 0.41% among 330,000. recombinant PAD4, RCA probe fluorescence polarization. AID 485272. inhibition, % at 6.36 µM. Q9UM07;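 active = percent inhibition above a cutoff equal to the mean of all tested compounds plus 3 SD, cut at about 15% in these data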;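 note: 0% = PAD4 with RCA probe and DMSO and 100% = probe without PAD4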
PAFAH2 inh = PAFAH2 (human) inhibition | Q99487 | recombinant PAFAH2, FP-rhodamine activity probe, fluorescence polarization | inhibition, % at 3.39 µM | hit rate 0.99% among 340,000 | AID 492956;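 active = inhibition above the mean over all tested compounds plus 3 SD, cut at about 30% in these data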;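 note: inhibitors block probe labeling of enzyme so polarization drops; 0% = enzyme with DMSO and 100% = wells lacking PAFAH2 protein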
GSTO1 counter = blocks human GSTO1 in RBBP9 counter-screen; P78417; recombinant GSTO1, activity-based probe fluorescence polarization; inhibition, % at 5.96 µM; hit rate 1.1% among 300,000;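 active = inhibition above the campaign mean inhibition plus 3 SD, cut at about 35% in these data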;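 note: 0% = GSTO1-1 with DMSO and 100% = wells lacking GSTO1-1 enzyme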
PREPL inh = inhibitors of human prolyl oligopeptidase-like enzyme PREPL; inhibition, % at 5.96 µM; hit rate 0.68% among 320,000; recombinant PREPL, fluorescence polarization activity-based probe; Q4J6C6; AID 2751; in the data active = inhibition above about 43%;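 note: 0% = enzyme with DMSO and 100% = wells lacking enzyme; many of its hits are not listed in these tables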
PAFAH1B3 FP inh = PAFAH1B3 (human) inhibition | recombinant PAFAH1B3, FP-rhodamine probe, fluorescence polarization | AID 492972 | Q15102 | hit rate 0.28% among 340,000 | inhibition, % at 3.39 µM;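 active = inhibition above the screen-wide average of all tested compounds plus 3 SD, cut at about 25% in these data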;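 note: 0% = enzyme with DMSO only and 100% = wells lacking PAFAH1B3 protein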
LYPLA1 inh = counter-screen for PME1 inhibitors: inhibitors of human LYPLA1 | recombinant LYPLA1, FP-Rh probe fluorescence polarization | inhibition, % at 5.9 µM | hit rate 0.16% among 320,000;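 active = inhibition above the mean of all tested compounds plus 3 SD, set per campaign, cut at about 14% in these data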;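 note: inhibitors block serine hydrolase probe labeling of LYPLA1 so polarization falls; 0% = enzyme with DMSO and 100% = wells lacking LYPLA1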
Target sequence (O75608 whole entry, looked up): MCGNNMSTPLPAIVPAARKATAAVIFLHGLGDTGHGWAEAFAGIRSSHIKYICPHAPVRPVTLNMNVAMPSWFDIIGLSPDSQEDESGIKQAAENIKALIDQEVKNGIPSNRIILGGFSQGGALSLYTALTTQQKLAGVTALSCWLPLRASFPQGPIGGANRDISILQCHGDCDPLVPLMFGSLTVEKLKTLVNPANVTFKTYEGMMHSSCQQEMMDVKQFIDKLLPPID
Active calls of the source: *; nt = not tested or not shown.

SMILES	pPAFAH FP inh	PAFAH1B2 FP inh	LYPLA2 counter	PAD4 FP inh	PAFAH2 inh	GSTO1 counter	PREPL inh	PAFAH1B3 FP inh	LYPLA1 inh
O=C(COc1ccccc1)N(CCc1ccccc1)c1nc(-c2ccc(F)cc2)cs1	-1	1	-2	0	0	5	-8	-1	-4
Clc1ccc(N2CCN(c3ccnc(Cl)n3)CC2)cc1	-1	3	-2	-1	4	-5	13	3	0
O=C(c1cnn(-c2ccccc2)c1)c1cc(F)ccc1O	12	-1	2	-4	-9	-7	-2	6	-1
COc1cc(NC(=O)c2cc(CC(C)C)on2)c(OC)cc1Cl	2	0	-2	2	0	2	-6	-2	-2
CC(C)C(NC(=O)c1ccc(Cl)cc1Cl)C(=O)N1CCN(S(=O)(=O)c2ccccc2)CC1 (centres undefined)	-6	4	nt	4	7	nt	32	7	nt
O=C(CSc1nnc(C2CC2)n1-c1ccccc1)NCCc1ccc(F)cc1	-4	2	2	-6	0	7	-15	4	0
CC(=O)N1CCN(c2ccc(NC(=O)c3ccc4ccccc4c3)cc2)CC1	10	0	1	-10	-5	-7	25	-2	1
COc1cc2[nH]c3c(N4CCN(c5ccccn5)CC4)ncnc3c2cc1OC	70*	4	1	1	-3	-5	69*	7	11
O=C(NCc1ccc(S(=O)(=O)Nc2ccccc2Cl)s1)c1ccccc1	13	nt	9	2	nt	11	0	nt	-3
COc1ccc(S(=O)(=O)N2CCCOC2CNC(=O)C(=O)NCCCn2ccnc2)cc1 (centres undefined)	2	0	7	0	2	2	7	6	1
CCOC(=O)NC(=O)C(=CNc1cccc(C)c1)C(=O)NC(=O)OCC	-4	2	-1	-2	-3	-2	-3	0	1
O=C(Nc1nnc(CC2=CCCCC2)s1)Nc1ccccc1F	-3	nt	-4	-1	nt	-2	-9	nt	-2
Cc1ccc(C)n1NC(=O)c1ccccc1O	32*	-1	1	-5	9	9	-6	2	-2
O=C(OCc1csc(Nc2ccccc2)n1)c1ccc(Cl)cc1	5	-1	0	-6	0	4	4	4	-6
CCc1ccccc1NC(=O)C1CCCN(c2nn3c(=O)cc(C)nc3s2)C1 (centres undefined)	-2	-2	0	-3	8	1	0	7	1
OC(C#CCCN1CCCCC1)(c1ccccc1)C1CCCCC1 (centres undefined)	0	2	0	3	1	-9	-2	4	0
N#CC1(NC(=O)COC(=O)c2cc(=O)[nH]c3ccccc23)CCCCC1	5	5	-2	4	4	5	-5	2	-2
CC(=O)c1ccc(N2CCN(C(=O)CCc3ccccc3)CC2)cc1	6	2	8	2	2	6	-6	0	3
CCC(=N\NC(=O)COc1ccccc1OC)/C(CC)=N/NC(=O)COc1ccccc1OC	2	-3	5	1	-2	nt	-2	10	1
COC(=O)CP(=O)(c1ccccc1)c1ccccc1	2	1	7	7	4	9	5	4	6
CCOc1ccc(C(C)NC(=O)c2cccs2)cc1OCC (centres undefined)	2	nt	6	3	nt	9	16	nt	2
Cc1nc(SCC(=O)NC2CCCCC2C)nc(C)c1C (centres undefined)	-1	3	nt	3	0	nt	1	5	nt
CC(=O)NC1=NN(C(C)=O)C(C)(c2cccs2)S1 (centres undefined)	1	3	0	-1	-3	15	4	1	3
CS(=O)(=O)c1cnc(-c2ccccc2)nc1-c1ccc(Cl)c(Cl)c1	5	5	2	0	1	2	11	-8	6
O=C(Cn1cnc2c(NC(=O)OCc3ccccc3)ncnc21)NCCN1CCOCC1	12	6	7	-1	12	nt	36	10	2
CCCOc1ccc2[nH]cc(C(=O)O)c(=O)c2c1	0	6	-4	1	-3	7	2	7	-2
Cc1ccc(NC(=O)CCl)cc1S(=O)(=O)N1CCCCCC1	1	4	6	-4	4	76*	-9	9	1
Cc1cc(Nc2ccc(N3CCC(C)CC3)cc2)n2ncnc2n1	1	5	9	-10	9	-4	6	10	1
N#C/C(C(=O)NCc1ccccc1)=C1/SC(Cc2ccc(Cl)cc2)C(=O)N1c1ccccc1 (centres undefined)	7	8	0	5	-4	-3	3	5	-1
NC(=O)c1ccc(-n2nnnc2SCC(=O)Nc2ccc(F)cc2)cc1	6	7	-2	-1	0	-1	1	5	1

An excerpt from above in order of SMILES length, largest number first.
SMILES	pPAFAH FP inh	PAFAH1B2 FP inh	LYPLA2 counter	PAD4 FP inh	PAFAH2 inh	GSTO1 counter	PREPL inh	PAFAH1B3 FP inh	LYPLA1 inh
Cc1cc(Nc2ccc(N3CCC(C)CC3)cc2)n2ncnc2n1	1	5	9	-10	9	-4	6	10	1
CC(=O)NC1=NN(C(C)=O)C(C)(c2cccs2)S1 (centres undefined)	1	3	0	-1	-3	15	4	1	3
Cc1nc(SCC(=O)NC2CCCCC2C)nc(C)c1C (centres undefined)	-1	3	nt	3	0	nt	1	5	nt

The results go on:
SMILES	pPAFAH FP inh	PAFAH1B2 FP inh	LYPLA2 counter	PAD4 FP inh	PAFAH2 inh	GSTO1 counter	PREPL inh	PAFAH1B3 FP inh	LYPLA1 inh
O=C(Nc1cccc(Cl)c1)N1CCN2C(=O)c3ccccc3C12c1ccccc1 (centres undefined)	0	25*	-36	0	-6	-14	-19	-3	-20
CCN(CC)S(=O)(=O)c1cccc(-c2nnc(SCC(=O)NC3CCCCCC3)n2N)c1	2	2	-5	2	0	3	0	4	-4
CC1CCc2c(sc3ncn(CC(=O)N4CCCCC4)c(=O)c23)C1 (centres undefined)	1	5	-2	4	-2	6	14	-3	-3
CCCN(CCC)C(=S)NC(=O)c1ccc(-c2ccccc2)cc1	7	-1	1	3	8	-3	14	10	-1
Cc1ccc(NC(=O)C2CC(=O)N(c3ccc4c(c3)OCCO4)C2)cc1S(=O)(=O)N(C)C (centres undefined)	1	-2	3	-3	-12	-7	6	-4	2
Cc1ccc(NC(=O)c2ccc(OC(=O)c3ccco3)cc2)cc1	-4	-4	-3	-3	-4	4	8	-4	-1
O/N=C1/CCc2nonc2/C1=N/O	2	-2	-1	-2	-2	4	1	8	0
Cc1sc2nc[nH]c(=O)c2c1-c1ccc(Cl)cc1	-1	9	-4	1	-2	2	6	8	-4
CN(C)C(=O)c1nc2ccc(Cl)cn2c1CN1CCCC(OCc2ccccc2)C1 (centres undefined)	-4	2	4	-5	-6	10	-16	-1	2
CCOC(=O)CSc1nc2ccccc2c(=O)[nH]1	2	1	2	-2	-8	2	2	12	4
COCc1cc(C)nc(OCC(=O)N/N=C/c2ccc(-c3cc([N+](=O)[O-])ccc3C)o2)c1C#N	-5	5	-1	3	8	1	3	6	-1
CC(=O)c1nc2ccccc2n1Cc1ccccc1	4	6	4	1	-5	7	-7	1	3
Brc1ccc(OCCOc2cccc3cccnc23)cc1	5	2	4	-6	-2	-1	4	7	0
O=C(C[C@@H]1C/C=C/CC[C@@H](Cc2ccc(F)cc2)C(=O)O[C@H](c2ccccc2)CNC1=O)NCCO	3	24*	nt	1	-2	nt	14	-5	nt
O=C(Nc1ccc(-n2cnnn2)cc1)c1cn2ccccc2n1	0	4	-4	-6	2	-4	-10	6	0
Cc1cc(C)nc(SCc2nnc(SCC(=O)N3CCCc4ccccc43)o2)n1	6	1	0	6	8	-13	2	7	0
CCCN1C2CCCC1CC(NC(=O)NC13CC4CC(CC(C4)C1)C3)C2 (centres undefined)	-5	4	5	2	4	-5	12	1	0
CCc1ccc(N(C(C)=O)c2nc(CCl)cs2)cc1	4	0	5	-8	-8	4	1	1	1
CCNc1nc(Cl)nc(NCCOc2ccc(C)cc2)n1	-3	1	-4	-5	-2	-6	7	-8	-2
COc1ccc(CCNC(=O)c2cc(-c3cc(Cl)cc(Cl)c3)oc2C)cc1	-3	1	3	0	-20	6	-6	-7	-1
Cc1ccc(S(=O)(=O)NCC(=O)N2CCCCC2)cc1	-3	8	4	-1	-1	9	12	-1	2
CCCCCOc1ccc(CSc2ncn[nH]2)cc1	1	5	3	-6	9	-5	7	1	2
C=CCCC(=O)NC1CCCc2c1cnn2-c1ccccc1F (centres undefined)	4	-5	1	-4	0	1	-4	0	-3
CCc1nc(-c2ccc(C)nc2OC)no1	2	0	5	-5	4	-1	-4	3	0
CC1CC(C)CN(C(=O)c2cccc(N3C(=O)c4ccccc4C3=O)c2)C1 (centres undefined)	1	4	-6	-2	-2	nt	0	5	-3
CCOC(=O)c1ccc(NC(=O)NCCc2cnc[nH]2)cc1	6	-4	-4	-5	-9	-6	-2	12	2
Cc1nc(Cl)c(C#N)cc1-c1ccccc1	7	6	-1	0	-2	4	0	7	3
Cc1ccc(N2C(=O)CN=C2Nc2nc(C)cc(C)n2)cc1	4	-1	-5	3	6	-3	-4	6	-3
Cc1csc2nc(CSc3nc4ccccc4o3)c(Br)n12	5	6	0	-5	0	11	-4	8	-3
O=C(CCC1CCCC1)N1CCC(N2CCN(c3ccccc3)CC2)CC1	4	0	4	0	10	-2	3	11	1
CCOc1ccc(CCNC(=O)c2nn(C)c3c2CS(=O)(=O)c2ccccc2-3)cc1	-3	-3	3	-5	1	1	1	2	-2
CN(C(=O)COC(=O)CCC(=O)c1ccc(F)cc1)C1CCCCC1	9	9	nt	1	0	nt	3	9	nt
Cc1nc(-c2ccc3c(c2)OCCO3)cs1	4	-2	6	3	3	-2	1	4	0
CN1CCN(CCCNC(=O)CCN2C(=O)COc3ccccc32)CC1	2	2	4	-7	-2	4	1	0	-4
COc1ccccc1NS(=O)(=O)c1ccc(C)c(C(=O)Nc2cc(C)on2)c1	2	1	nt	1	0	nt	23	-1	nt
COCCN1CCn2c(nc3cc(NS(C)(=O)=O)ccc32)C1	-2	0	5	-2	-1	3	14	8	4
O=C(O)c1ccc(Nc2nc(-c3cccnc3)nc3ccccc23)cc1	2	nt	1	-2	nt	-3	-3	nt	-1
CCCc1c2ccccc2nc2ccccc12	1	8	7	4	-5	-5	7	5	3
Cc1ccc(-c2csc(NC(=O)Cc3ccc(F)cc3)n2)o1	14	8	-2	-2	-2	7	6	4	-5
CC(C)c1nc(SCC(=O)Nc2ccc([N+](=O)[O-])cc2Br)n[nH]1	-1	5	5	5	6	1	11	2	-2
O=C(/C=C/c1ccccc1Cl)N(c1ccccn1)C1CCCCC1	3	-1	1	-3	-7	4	-5	2	3
CCOC(=O)c1cc2c(ccn2C)n1CC(=O)N1CCCC(C)C1 (centres undefined)	6	1	-4	-4	-8	1	2	2	1
Cc1cc2c3c(c1)C1(C(=O)N3C(C)(C)CC2C)C(C#N)=C(N)OC2=C1C(=O)CC(C)(C)C2 (centres undefined)	-1	3	1	-2	2	7	-2	7	12
N#C/C(=C\c1ccccc1[N+](=O)[O-])c1nc(C2CC2)cs1	5	2	13	-3	21	0	15	6	3
CCOc1ccc(S(=O)(=O)Nc2nccs2)cc1	5	10	-5	3	-3	0	9	-1	0
COc1ccc(Cn2c(=O)cc(N)n(-c3ccccc3C)c2=O)cc1	5	nt	-3	6	nt	1	8	nt	-1
Cc1cc(S(=O)(=O)N2CCC(N3CCCCC3)CC2)ccc1-n1cnnn1	-5	-1	7	-4	5	3	8	17	-5
CCC(C)n1c(=N)c(C#N)cc2c(=O)n3ccccc3nc21 (centres undefined)	1	5	5	-3	-1	-5	-3	4	1
CCOCCn1c(CN2CCN(c3ccc(OC)cc3)CC2)nc2c1c(=O)n(C)c(=O)n2C	5	2	3	-3	5	5	14	5	-3
O=C(c1ccco1)N1CCN(C(=S)Nc2cccc([N+](=O)[O-])c2)CC1	4	11	50*	-3	-1	1	-3	5	-2
O=C1OCCN1CC(=O)N1CCc2c([nH]c3ccccc23)C1c1ccccn1 (centres undefined)	1	6	3	-2	2	16	21	15	2
Oc1ccccc1CNc1ccc(Br)cn1	2	5	-5	2	1	-3	11	13	-4
CCN(CC)C(=O)COC(=O)c1ccc(O)cc1	-1	1	-4	-1	4	3	14	5	-5

The list is partial; count on the stated rates, not on these rows.
